Compound activity deposited in PubChem BioAssay by National Center for Advancing Translational Sciences (NCATS).
Imprint erasure: qHTS Assay for Compounds that Induce Erasure of Genomic Imprints | hit rate 0.02% among 110,000 | mouse ES Peg3-LacZ reporter, beta-gal luminescence, 40 h | Potency, µM (highest dose often 60.7 µM), for the others: top-dose activity change, positive = activation, hits mostly activators;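 also: 0% = negative control wells on the plate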
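Readout: BetaGlo luminescence (5 min, room temp) for LacZ from the normally silent maternal Peg3 allele in female Peg3LacZ-Neo ES cells. Cells 300/well, 40 h, 37C, 5% CO2. Data normalized per plate to negative controls.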
p53ts 32C tox: qHTS Screen for Compounds that Selectively Target Cancer Cells with p53 Mutations: Cytotoxicity of p53ts Cells at the Permissive Temperature. H1299-p53A138V at 32C, ATP luminescence viability, 24 h. Potency, µM (titrated, usually from 46.1 µM), without a hit: at the highest dose activity change, negative = cytotoxicity, hits mostly cytotoxic. hit rate 0.93% among 130,000. AID 924, 2007;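 also: 0% = DMSO and -100% = full killing by reference compound; nearly all actives have a fitted effect of over 55% in size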
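Cells: H1299 p53ts (A138V), 600/well, pre-incubated 16–30 h at 37C. Cpd up to 46 uM, 24 h, 32C. Readout: ATPlite luminescence, 20 min RT. Normalization: DMSO vs tamoxifen 100 uM. AC50 by Hill equation.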
p53ts 39C tox: qHTS Screen for Compounds that Selectively Target Cancer Cells with p53 Mutations: Cytotoxicity of p53ts Cells at the Nonpermissive Temperature. Potency, µM (series often up to 46.1 µM), for the others: at the highest dose activity change, negative = cell killing, most hits filed as cytotoxic. hit rate 1.5% among 130,000. H1299-p53A138V viability at 39C, ATP luminescence, 24 h; also: nearly all actives have a fitted effect of over 55% in size
IkB sig inh: IkB Signaling; ABC-DLBCL IkBa-CBG/CBR dual luciferase ratio, 4 h; response scale: scaled: untreated 0%, proteasome inhibitor 100%; Potency, µM (highest dose often 57.1 µM), for the others: top-dose IkBa stabilization activation; hit rate 0.04% among 110,000; AID 445, 2006; active = well fitted curve in the direction sought with a large enough effect in the signal ratio, not every such curve was filed as active; inconclusive = small, poorly fitted or top-dose-only effect, or a change in a side signal; the % refers to the signal ratio;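 also: the direction sought is a rising ratio; 0% = basal untreated cells and 100% = reference inhibitor full response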
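In this assay, an IκBα–CBG68 fusion accumulates when IKK-driven degradation is blocked; native CBR normalizes for cell number. OCI-Ly3 cells were treated 4 h with compound and doxycycline, then green and red light read after Chroma-Glo addition.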
Starred values were filed as active, the others as inactive; ? = inconclusive; nt = no result given; & = joins results of further samples; [ ] = another dose, or the depositor's remark. Unless noted, calls follow the shape of the dose curve; as a rule, active = well fitted curve in the direction sought with a large enough effect; inconclusive = small, poorly fitted or top-dose-only effect, or another doubt; inactive = no such curve, though single readings can be large; an effect the other way counts as inactive or inconclusive. Unless noted, % is scaled to controls: 0 for no effect and ±100 for the full control effect; potency is read from the fitted curve at half-maximal effect. Hits appear at their usual frequency; 1.8% or so of the library scored in one or more.

SMILES	Imprint erasure	p53ts 32C tox	p53ts 39C tox	IkB sig inh
Cc1ccc(/C=N\NC(=O)C2CN(S(=O)(=O)c3ccccc3)CCN2S(=O)(=O)c2ccccc2)cc1 (stereo not drawn)	nt	-3%	4%	nt
O=C(Cc1cccs1)Nc1ccc(Cl)cc1	-33%[inhibitor]	-4%	-7%	2.6%
C=CCSc1nc2sc(C)c(C)c2c(=O)[nH]1	nt	3%	-2%	nt
CC(C)CN(Cc1cc2ccccc2[nH]c1=O)C(=O)c1cccnc1	-8%	8%	10%	-1.3%
O=C(NCc1ccc2c(c1)OCO2)c1cc2ccccc2oc1=O	nt	7%	-5%	nt
COCCn1nnnc1SCC(=O)N1CCCCC1	-3%	1%	-10%	-0.2%
CCOc1ccccc1NC(=O)Cn1c(=O)n(Cc2ccccc2)c(=O)c2c(C)c(C(=O)N(C)C)sc21	-5%[10.9 µM]	6%	-19%	-1.4%
C[C@H](O)[C@H](O)[C@@H]1CNc2nc(N)[nH]c(=O)c2N1	nt	-9%	11%	3.7%
COc1cccc(CN2CCc3nc(N4CCN(C)CC4)ncc3C2)c1	-5%[10.9 µM]	-2%	-17%	1.5%
Cc1ccccc1NC(=O)Cn1cc(C(=O)c2cccs2)c2ccccc21	-6%[10.9 µM]	18%	-13%	?
COC(=O)c1ccc(C23CC4(C2)[C@H](CN(Cc2ccc(-c5ccccc5)cc2)[C@@H]4c2ccccc2)C3c2ccc(Cl)nc2)cc1 (stereo partly drawn)	-10%	5%	1%	nt
Cc1cc2c(n1-c1ccc(C(N)=O)cc1)CC(C)(C)CC2=O	nt	-8%	1%	nt
COc1ccc(C(=O)Nc2ccc(S(=O)(=O)Nc3onc(C)c3C)cc2)cc1OC	-30%	5%	-2%	1.1%
O=C(NCCCN1CCCCCC1)C1CC(=O)N(CCc2ccccc2)C1 (stereo not drawn)	-18%	-10%	1%	-0.6%
COc1cccc(C2=NOC(C(=O)Nc3cccc(C(C)=O)c3)C2)c1OC (stereo not drawn)	-12%	-2%	5%	?
CCCCc1ccc(NC(=O)c2ccc3c(c2)CCN3S(=O)(=O)c2ccccc2)cc1	-16%[10.9 µM]	-1%	?	-1.2%
C=C(C)c1ccc(C(C)(C)NC(=O)NCc2ccco2)cc1	-7%	6%	13%	3.6%
C=CCNC(NC(=O)c1ccccc1)(C(=O)OCC)C(F)(F)F (stereo not drawn)	-4%	3%	11%	-1.9%
CCc1nn2c(=O)cc(CSc3nc4sc5c(c4c(=O)n3C)CCCC5)nc2s1	-10%	9%	10%	-0.3%
CCCSC1=NC2(CCN(C(=O)NC3CCCCC3)CC2)N=C1c1ccc(OC)cc1	5%[10.9 µM]	6%	4%	-1.9%
CC(C)(C)NC(=O)CN(C(=O)Cn1nnc(-c2ccc(Cl)cc2)n1)C1CCN(Cc2ccccc2)CC1	nt	13%	-4%	nt
COC(=O)c1ccn(-c2nc(-c3ccc(Cl)cc3)cc(C(F)(F)F)n2)n1	-9%[10.9 µM]	-4%	-22%	?
COc1ccc(C(O)c2nc3ccccc3s2)cc1 (stereo not drawn)	-4%	2%	-7%	0.9%
CC(Nc1oc(-c2ccc(COc3ccccc3)o2)nc1C#N)c1ccccc1 (stereo not drawn)	-13%[10.9 µM]	-1%	-14%	-0.4%
COc1cccc(N2CCN(C(=O)Cn3ncc4c5ccccc5n(C)c4c3=O)CC2)c1	-7%[10.9 µM]	-2%	6%	0.4%
COc1ccc(-c2cc(-c3ccc(OC)cc3)[nH]n2)cc1	-20%	13%	7%	?
C(=N\c1nc2ccccc2n1CCN1CCCCC1)/c1ccc2c(c1)OCO2	-24%	9%	17%	-0.2%
O=C(NC1CCCC1)c1nc2c(nnn2Cc2cccc(Cl)c2)c(=O)[nH]1	3%	2%	7%	-0.4%
Cc1cc(=O)[nH]c2nnc(SCc3ccc(Cl)cc3Cl)n12	-9%[10.9 µM]	-7%	-16%	0.8%
CCN(CC)c1ccc(NC(=O)CCS(=O)(=O)c2ccc3c(c2)oc(=O)n3C)c(C)c1	13%[10.9 µM]	-3%	4%	-1.2%
COc1cc(NC(=O)c2oc3c(c2C)-c2nn(Cc4cccc(Cl)c4)cc2CC3)cc(OC)c1	-11%[10.9 µM]	8%	-13%	-1.3%
O=C(CCC1CCCCC1)Nc1ccccc1O	-74%[inhibitor]	-11%	-8%	?
COc1ccc(NC(=O)N2CC[C@@]3(CCCN(C(=O)c4c(C)noc4C)C3)C2)cc1	nt	2%	5%	0.1%[11.4 µM]
Cc1ccc(Cl)cc1NC(=O)Cn1c(=O)n(Cc2ccccc2)c(=O)c2oc3ccccc3c21	-5%[10.9 µM]	7%	-14%	?
CN(C)CCN1C(=O)c2oc3ccc(Cl)cc3c(=O)c2C1c1cccc(Br)c1 (stereo not drawn)	13%	-3%	7%	?
COc1ccc(Cl)cc1NC(=O)CN(C)C(C)C(=O)NCC1CCCCC1 (stereo not drawn)	-18%	-1%	-3%	2.6%
COc1ccc(C2CC(=O)c3c(O)cc(OC4OC(COC5OC(C)C(O)C(O)C5O)C(O)C(O)C4O)cc3O2)cc1O (stereo not drawn)	-7%	-4%	-8%	nt
Cc1ccc(Cl)cc1N1CCN(C(=O)CSc2ccsc2[N+](=O)[O-])CC1	nt	23%	12%	nt
Cn1nnnc1SCCCNCc1ccc(-c2ccc(Br)cc2)o1	-20%[10.9 µM]	-20%	?	?
Cn1nnnc1SCCCNCc1cccc(OCc2ccc(Cl)cc2)c1	-17%[10.9 µM]	-4%	?	?
CCOC(=O)N1CCc2c(sc(NCc3cccc(F)c3)c2C(=O)Nc2ccc(OCC)cc2)C1	13%[10.9 µM]	16%	12%	0.9%
C[C@@H]1O[C@@H](OC[C@H]2O[C@@H](Oc3c(-c4cccc(O)c4O)oc4cc(O)cc(O)c4c3=O)[C@H](O)[C@@H](O)[C@@H]2O)[C@H](O)[C@H](O)[C@H]1O	-1%	10%	5%	nt
COC(=O)c1[nH]c2ccc(C)cc2c1NC(=O)CCN1CCN(Cc2ccc3c(c2)OCO3)CC1	-14%	1%	7%	7.1%
COc1cccc(OCC(O)CN2CCC(C)CC2)c1 (stereo not drawn)	-12%	12%	11%	0.4%
C=CCSSSCC=C	15%	-1%	-1%	nt
Cc1ccc(CNC(=O)CCc2cn(C)c3ccccc23)cc1	-7%[10.9 µM]	-3%	?	-0.7%
COc1ccc(-c2cc(C(=O)O)[nH]n2)cc1OC	2%	-4%	-5%	-1.2%
C=CCNC(=O)c1c(N)n(-c2cccc(S(N)(=O)=O)c2)c2nc3ccccc3nc12	-8%	17%	11%	-1.1%
Cc1cc(C)n2nc(C(=O)OCCOc3cccc(Br)c3)nc2n1	3%	-1%	-3%	0.0%
COc1cc(C(=O)N2CCN(c3ccc(Nc4ccc(C)cc4)nn3)CC2)cc(OC)c1OC	-12%[10.9 µM]	1%	-3%	-2.7%

Next part.
SMILES	Imprint erasure	p53ts 32C tox	p53ts 39C tox	IkB sig inh
COc1ccc(OC)c(NC(=O)CSc2nnc(Cc3cccn3C)n2-c2ccc(F)cc2)c1	-13%	7%	-10%	-0.4%
COc1ccc(CCNC(=O)CCCn2c(=O)c3ccccc3n(Cc3ccc(C)cc3)c2=O)cc1OC	-13%[10.9 µM]	7%	0%	-1.8%
CCCCCNc1nc2c(-c3ccccc3)nnn2c2ccccc12	-9%[10.9 µM]	-12%	-3%	1.8%
O=C(NCc1cccs1)NC1CCCCC1	-17%	-16%	-12%	0.0%
CCOCCCNC(=O)Cn1ncc2c(=O)oc3ccccc3c21	-10%	4%	-6%	-1.6%
CCCCNS(=O)(=O)c1ccc(OC)c(C)c1	nt	7%	-3%	nt
CC(=O)c1cccc(NC(=O)c2ccncc2)c1	-3%	3%	-1%	-0.1%
CCCCCCCCCCCCCCCC(=O)NCCO	-1%&-1%	8%	-15%	-0.3%&-5.4%
CCOC(=O)c1cc(C)[nH]c(=S)c1C#N	-3%	?	6%	-0.3%
c1ccc2c(c1)Cc1cc3ccccc3nc1-2	-89%[inhibitor]	7.9µM*	13µM*	nt
CN(C)c1ccc(NC(=O)Cn2nnc3sc4c(c3c2=O)CCC(C(C)(C)C)C4)cc1 (stereo not drawn)	-7%[10.9 µM]	8%	-18%	-0.5%
COc1ccc(NC(=O)c2c(NCc3ccc(C)o3)sc3c2CCC(C)C3)c(OC)c1 (stereo not drawn)	-24%[10.9 µM]	?	20µM*	?
CC(C)CNS(=O)(=O)c1ccc(N2CCCCS2(=O)=O)cc1	12%[10.9 µM]	1%	-3%	-1.9%
CC1(C)OC2C[C@](O)(C(N)=O)C[C@H](O)[C@H]2O1 (stereo partly drawn)	-14%	19%	-6%	nt
O=C(c1ccc(COc2ccc3c(c2)CCC3)o1)N1CCN(c2ccccc2)CC1	-27%	-3%	-13%	?
CCCCOc1ccc(C2=NC(c3ccccc3)=Nc3ccc(OC)cc3N2)cc1	-15%[10.9 µM]	-17%	-29%	?
Cc1ccc(/C=C/c2onc(C)c2S(=O)(=O)N2CCC(C(=O)Nc3ccccc3C(F)(F)F)CC2)cc1	6%[10.9 µM]	-7%	15%	1.3%
CC(=O)Oc1ccc(C(=O)O)cc1OC(C)=O	-1%	-17%	0%	-3.4%
Clc1ccc(C2CC(c3ccccc3)Nc3ncnn32)cc1 (stereo not drawn)	-14%	-20%	-1%	3.5%
CCCOc1cccc(C(=O)Nc2ccc(-c3cc4ccccc4oc3=O)c(C)c2)c1	-18%[10.9 µM]	3%	-1%	3.6%
CN(C)c1ccc(CNC(=O)[C@@]2(C)C=C[C@@H](Cc3ccccc3)N2C)cc1	-23%	6%	11%	nt
CC1CCN(C(=O)Cn2c(=O)n(-c3ccc(Cl)cc3)c(=O)c3c4c(sc32)CCC4)CC1	-4%[10.9 µM]	-3%	35%[activator]	0.1%
Cc1ccc(OC(C)C(=O)N2CCN(CCc3ccccn3)CC2)cc1C (stereo not drawn)	-7%[10.9 µM]	2%	26%	?
COc1ccc(C2Oc3cc(OC)cc(OC)c3CC2O)cc1 (stereo not drawn)	0%	-3%	-5%	nt
COc1cccc(NC(=O)Cn2c(=O)n(Cc3ccc4c(c3)OCO4)c(=O)c3oc4ccccc4c32)c1	-7%[10.9 µM]	11%	-5%	-1.2%
CCOc1cc(C(=O)Nc2ccc(-c3nc4ccccc4s3)cc2Cl)cc(OCC)c1OCC	-7%[10.9 µM]	-4%	16%	?
CC1CN(C(=O)N[C@@H](Cc2ccccc2)C(=O)O)CC(C)O1 (stereo partly drawn)	3%	1%	7%	3.1%
Cc1ccc(NC(=O)CCSc2nnc(C)s2)cc1	nt	4%	-5%	nt
CCc1ccc(-n2nc(C)c3c(C(=O)Nc4ccc(Cl)cc4)cc(C)nc32)cc1	-2%[10.9 µM]	0%	-11%	1.1%
CCN(CC)CCCNC(=O)c1cc2c(-c3ccc(Cl)cc3)nn(C)c2s1	-33%[inhibitor]	-4%	-19%	?

An excerpt of these results, as a markdown table.
| molecule | Imprint erasure | p53ts 32C tox | p53ts 39C tox | IkB sig inh |
| --- | --- | --- | --- | --- |
| COc1ccc(C2Oc3cc(OC)cc(OC)c3CC2O)cc1 (stereo not drawn) | 0% | -3% | -5% | nt |
| COc1cccc(NC(=O)Cn2c(=O)n(Cc3ccc4c(c3)OCO4)c(=O)c3oc4ccccc4c32)c1 | -7%[10.9 µM] | 11% | -5% | -1.2% |
| CCOc1cc(C(=O)Nc2ccc(-c3nc4ccccc4s3)cc2Cl)cc(OCC)c1OCC | -7%[10.9 µM] | -4% | 16% | ? |
| CC1CN(C(=O)N[C@@H](Cc2ccccc2)C(=O)O)CC(C)O1 (stereo partly drawn) | 3% | 1% | 7% | 3.1% |
| Cc1ccc(NC(=O)CCSc2nnc(C)s2)cc1 | nt | 4% | -5% | nt |

2 compounds drawn at random from those above:
SMILES	Imprint erasure	p53ts 32C tox	p53ts 39C tox	IkB sig inh
CCc1ccc(-n2nc(C)c3c(C(=O)Nc4ccc(Cl)cc4)cc(C)nc32)cc1	-2%[10.9 µM]	0%	-11%	1.1%
COc1cccc(NC(=O)Cn2c(=O)n(Cc3ccc4c(c3)OCO4)c(=O)c3oc4ccccc4c32)c1	-7%[10.9 µM]	11%	-5%	-1.2%
